Compound activity from PubChem BioAssay.
TbREL1 inh: TbREL1 RNA ligase inhibitors, primary screen, biochemical, FRET fluorescence | RNA-editing ligase 1, mitochondrial (Trypanosoma brucei brucei), P86926 | TbREL1 RNA ligation | inhibition, % at 9.66 µM | hit rate 0.49% among 89,000;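 active = inhibition above the mean inhibition across all screened compounds plus 3 SD, cut at about 11% in these data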;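 note: 0% = plate median of test wells and 100% = NSC42067 control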
Target sequence (P86926 whole entry, looked up): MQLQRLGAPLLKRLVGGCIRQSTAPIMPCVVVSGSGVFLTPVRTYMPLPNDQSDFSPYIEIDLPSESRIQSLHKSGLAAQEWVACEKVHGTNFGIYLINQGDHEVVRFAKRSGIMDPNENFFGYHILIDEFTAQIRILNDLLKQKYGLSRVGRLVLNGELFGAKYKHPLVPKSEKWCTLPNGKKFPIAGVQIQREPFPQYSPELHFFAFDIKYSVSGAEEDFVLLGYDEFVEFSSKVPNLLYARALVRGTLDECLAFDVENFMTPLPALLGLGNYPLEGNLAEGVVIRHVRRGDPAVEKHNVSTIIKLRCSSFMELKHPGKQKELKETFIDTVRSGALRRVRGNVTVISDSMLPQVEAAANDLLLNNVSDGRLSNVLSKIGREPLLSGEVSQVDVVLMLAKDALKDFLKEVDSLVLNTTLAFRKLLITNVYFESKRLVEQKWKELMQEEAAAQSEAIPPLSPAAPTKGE
An asterisk follows results filed as active. Some of the compounds tested; the hit share may differ from the screen's.

SMILES	TbREL1 inh
CC(NC(=O)C1CSC2(C)CCC(=O)N12)c1ccccc1Cl (configuration not stated)	1
COc1cccc(CNC(=O)N[C@@H](C)C(=O)O)c1	2
Cc1ccc(S(=O)(=O)CCC(=O)OCC(=O)NC(C)c2ccc(F)cc2)cc1 (configuration not stated)	0
COC(=O)c1sc(N)c(C(=O)OC)c1COC(=O)C12CC3CC(CC(O)(C3)C1)C2	0
O=C(c1ccc(Cl)c(S(=O)(=O)N2CCCCCC2)c1)N1CCN(c2ccc(O)cc2)CC1	-8
Cc1cc(=O)oc2cc(NC(=O)C(C)Oc3ccccc3)ccc12 (configuration not stated)	-1
CCOc1ccccc1-c1nc(C(N)=O)c2[nH]c(=O)n(-c3ccc(F)cc3)c2n1	0
CCOC(=O)c1sc(Nc2ccccc2)nc1C	-1
Cc1cccn2cc(CNC(=O)c3ccco3)nc12	-1
Cc1nnc(SCC(=O)NC2CC2)n1CC1CCCO1 (configuration not stated)	-1
CCn1c(SCC(=O)Nc2cc(C)on2)nc2c([nH]c3ccccc32)c1=O	-3
CCN(CC(=O)Nc1ccc(NC(C)=O)cc1)Cc1c(O)ccc2cc(Br)ccc12	-3
CCOc1ccc(NC(=O)c2cccc3c2C(=O)N(Cc2cccnc2)C3)cc1	-1
CN(C)/C=C(\C#N)C(=O)N/N=C(\CC(=O)C(F)(F)F)c1ccco1	-4
COc1ccc(CN(C)C(=O)CCN2C(=O)c3ccccc3C2=O)c(OC)c1OC	-4
COC(=O)c1ccc2nc(C3CCCCC3)c(Cc3ccccc3C(F)(F)F)n2c1	0
C/C(=N\NC(=S)NC1CCCCC1)c1cccc(C(F)(F)F)c1	-1
COc1ccc2c(c1)C1=C(CC2)C(c2ccc(C)cc2)NC(=S)N1 (configuration not stated)	-5
CN1C[C@@H]2[C@@H]3C(=O)N(Cc4ccccc4)C(=O)[C@@H]3[C@](Cc3ccccc3)(C1=O)N2C(=O)c1ccccc1	-4
c1ccc2c(c1)-c1nc3ccccc3cc1C2N1CCCCC1 (configuration not stated)	0
COc1ccc2c(c1)C(NC(C)=O)C(=O)N2C (configuration not stated)	2
COc1ccc(CNC(=O)c2ccc(-c3cccnc3)c3ccoc23)cc1OC	2
Cc1ccc(-n2c(SCC(=O)Nc3ccc(S(=O)(=O)Nc4nccs4)cc3)nnc2-c2cccnc2)cc1	0
CCc1ccc(NC(=S)N(CCN2CCCCC2)Cc2ccco2)cc1	-3
O=C(O)/C=C/C(=O)N1CCN(c2cccc(Cl)c2)CC1	0

Structural class: those above with nitrogen in an aromatic ring.
SMILES	TbREL1 inh
CCOc1ccccc1-c1nc(C(N)=O)c2[nH]c(=O)n(-c3ccc(F)cc3)c2n1	0
CCOC(=O)c1sc(Nc2ccccc2)nc1C	-1
Cc1cccn2cc(CNC(=O)c3ccco3)nc12	-1
Cc1nnc(SCC(=O)NC2CC2)n1CC1CCCO1 (configuration not stated)	-1
CCn1c(SCC(=O)Nc2cc(C)on2)nc2c([nH]c3ccccc32)c1=O	-3
CCOc1ccc(NC(=O)c2cccc3c2C(=O)N(Cc2cccnc2)C3)cc1	-1
COC(=O)c1ccc2nc(C3CCCCC3)c(Cc3ccccc3C(F)(F)F)n2c1	0
c1ccc2c(c1)-c1nc3ccccc3cc1C2N1CCCCC1 (configuration not stated)	0
COc1ccc(CNC(=O)c2ccc(-c3cccnc3)c3ccoc23)cc1OC	2
Cc1ccc(-n2c(SCC(=O)Nc3ccc(S(=O)(=O)Nc4nccs4)cc3)nnc2-c2cccnc2)cc1	0

Arranged by SMILES length (high to low): some entries from above
SMILES	TbREL1 inh
COC(=O)c1sc(N)c(C(=O)OC)c1COC(=O)C12CC3CC(CC(O)(C3)C1)C2	0
COc1ccc(CN(C)C(=O)CCN2C(=O)c3ccccc3C2=O)c(OC)c1OC	-4
COc1ccc2c(c1)C(NC(C)=O)C(=O)N2C (configuration not stated)	2
Cc1cccn2cc(CNC(=O)c3ccco3)nc12	-1

The list goes on.
SMILES	TbREL1 inh
O=C(CN1CCN(CN2C(=O)NC3(CCCCCC3)C2=O)CC1)Nc1ccc(F)cc1	1
CCOc1ccc(-n2c(SCC(=O)Nc3cc(C)c(NC(=O)c4ccccc4)cc3OC)nnc2-c2cccc(Cl)c2)cc1	-2
COc1ccc(-n2nc(C(=O)NCC(=O)Nc3cc(OC)c(OC)c(OC)c3)c3ccccc3c2=O)cc1	3
CCn1c(C(=O)NCc2ccccn2)cc2sccc21	4
CC(C)(C)c1ccc(-c2noc(CCC(N)=O)n2)cc1	-2
Cc1cc(NC(=O)C2CCCC2)nc2c1c(=O)oc1ccccc12	2
Cc1ccc(S(=O)(=O)N2CCCC2C(=O)Nc2ccc(O)cc2)cc1 (configuration not stated)	-2
COc1ccc(NC(=O)n2nc(OC(=O)c3cccs3)cc2N)cc1	0
CC(Sc1nnnn1-c1ccc(O)cc1)c1nc2ccccc2c(=O)[nH]1 (configuration not stated)	0
Cc1cccc(NC(=O)CCCC(=O)OC(C)C(=O)c2ccccc2)c1 (configuration not stated)	-1
CC(C)Oc1cccc(NC(=O)c2cnccc2C(F)(F)F)c1	-3
O=C(NCC1CCCO1)NC12CC3CC(CC(C3)C1)C2 (configuration not stated)	-4
CCn1c(SCC(=O)Nc2nccs2)nnc1-c1ccc(S(=O)(=O)N2CCCCC2)cc1	7
CNNC(=O)C(C)NC(=O)c1ccc(Br)cc1 (configuration not stated)	-2
C=CCN1C(=O)c2ccccc2Sc2ccc(C(=O)N3CCN(C)CC3)cc21	2
C[C@H]1CN([C@@H](C)CO)C(=O)c2cccc(NC(=O)C3CC3)c2O[C@H]1CN(C)Cc1ccc(-c2ccccc2)cc1	-4
O=C(Nc1ccc(N2CCOCC2)cc1)c1cccc(S(=O)(=O)N2CCCC2)c1	-2
Nc1nc2nccc(-c3cccnc3)n2n1	8
Cc1c(C(=O)NCc2cccc(Cl)c2)sc(=O)n1Cc1ccc(C(=O)N(C)C)cc1	-5
CCC(C)(C)C1CCc2[nH]nc(C(=O)NCC3CC3)c2C1 (configuration not stated)	1
C[C@H](NC(=O)c1ccccc1Cl)C(=O)NCCc1ccc(S(N)(=O)=O)cc1	1
O=C(NCc1ccccc1F)C1CCN(S(=O)(=O)c2ccccc2)CC1	1
CN1C(=O)N(CC(=O)N2CCN(c3ccccc3F)CC2)C(=O)C12CCCCC2	-3
COc1ccccc1C(=O)NCC1CCN(c2ccc(S(=O)(=O)N3CCOCC3)cc2)CC1	-5
Cc1ccc(NC(=O)/C(=C/c2ccco2)c2ccccc2)c(C)c1	-1

Additional results:
SMILES	TbREL1 inh
CSc1ccc(S(=O)(=O)N2CCC(C(=O)NCC3CCCO3)CC2)cc1 (configuration not stated)	-4
Cc1cc(NC(=O)NC2CC(=O)N(c3ccc4c(c3)OCCO4)C2)no1 (configuration not stated)	0
CCOC(=O)C1CCN(c2ccc([N+](=O)[O-])cc2S(=O)(=O)N2CCOCC2)CC1	-1
CC(=O)Oc1ccc(Cn2c(C)c(C(=O)N(C)Cc3ccc(F)cc3)sc2=O)cc1	-4
COc1cc(OC)cc(C(=O)Nc2ccc(S(=O)(=O)Nc3ccccn3)cc2)c1	3
COc1ccccc1CCNC(=O)CSc1nc2c([nH]1)c(=O)n(C)c(=O)n2C	1
CCOC(=O)C1CCCN(C(=O)CN2C(=O)C(CC)Oc3ccc(C)cc32)C1 (configuration not stated)	0
Cc1ccc(CSc2nnc(-c3cccnc3)n2N)cc1	4
O=C(Nc1ccc2c(c1)OCCO2)c1cccc(S(=O)(=O)N2CCCCC2)c1	-2
COc1ccc(C2=NOC(Cn3nc(C(=O)NCc4ccccc4OC)cc3-c3ccccc3)C2)cc1 (configuration not stated)	8
Cc1cccc(CNc2ncnc3ccc(-c4ccc5c(c4)OCCO5)cc23)c1	5
O=C1c2ccccc2-c2ncnc3c(N4CCOCC4)cc(N4CCOCC4)c1c23	2
Cc1ccc(S(=O)(=O)N/N=C/c2cn(C)nc2C)cc1	3
CCn1c(C)nc2cc(C(=O)NNC(=S)Nc3ccc(Cl)cc3Cl)ccc21	-5
OCCNC(=S)Nc1ccc2nsnc2c1	-2
CCNS(=O)(=O)c1ccc(NC(=S)N2CCc3ccccc32)cc1	-3
CCOc1c(Br)cc(C(N)=O)cc1OC	7
CC(=O)N/C(=C\c1ccccc1)C(=O)OC(C)C(=O)NCc1ccccc1 (configuration not stated)	-3
COc1cc2nc(N(CCCN(C)C)C(=O)c3ccc(S(=O)(=O)N4CCc5ccccc54)cc3)sc2cc1OC	4
Cc1ccccc1NC(=O)C(C)N1C(=O)c2ccccc2C1=O (configuration not stated)	3
O=C(Nc1ccc(F)cc1)C(c1cccc(F)c1)N1CCN(CC(=O)N2CCCC2)CC1 (configuration not stated)	-2
COC(=O)c1cc(S(=O)(=O)NCCc2sccc2C)c[nH]1	4
CCOc1ccc(NC(=O)c2cnc3scc(C)n3c2=O)cc1	0
Cc1[nH]c2ccc3c(ncn3CCC#N)c2c1C	-4
O=C(NC(c1ccc(F)cc1)c1ccc2ccccc2n1)C1CCN(Cc2ccc3ccccc3n2)CC1 (configuration not stated)	-2

Additional results:
SMILES	TbREL1 inh
O=C(CNC(=O)c1ccccc1F)NC1CCN(Cc2ccccc2)CC1	0
O=C(Nc1ccccc1C(=O)O)c1ncn[nH]1	3
COC(=O)C1=C(O)CSC1=Nc1cccc(C(F)(F)F)c1	0
CC1(O)C(=O)c2ccccc2N(c2ccccc2)C1=O (configuration not stated)	-1
O=Cc1c(Cl)[nH]c(=O)n1-c1ccccc1	-4
CC(C)c1ccc([C@@H]2O[C@H](CCc3ccccc3)CC3=C2C(=O)OC(C)(C)O3)cc1	-1
CCOc1ccc(-c2cc(C(=O)NCCCn3ccnc3)c3ccccc3n2)cc1	5
O=C1C2ON(c3ccc(Br)cc3)C(c3cccnc3)C2C(=O)N1C1CCCCC1 (configuration not stated)	-2
C=CCn1c(SCC(=O)Nc2ccc(NC(C)=O)cc2)nc2sc(C)c(C)c2c1=O	-3
Cn1c(COc2ccccc2)nnc1SCC(=O)Nc1ccc(S(N)(=O)=O)cc1	-3
COc1cc([N+](=O)[O-])ccc1NC(=O)NNC(=O)CCc1ccccc1	0
O=C1/C(=C\c2ccc(Br)o2)SC(=Nc2ccccc2)N1c1ccccc1	4
O=C(COc1ccc(S(=O)(=O)N2CCOCC2)cc1Cl)NCc1ccccn1	0
O=C(C1CCN(S(=O)(=O)c2cccc3cccnc23)CC1)N1CCN(c2ccccc2)CC1	-4
COP(=O)(O)CNC(=O)OCc1ccccc1	1
COC(=O)c1ccc(N=NNc2ccccc2)cc1	1
Cn1c(CCc2ccc(N)cc2)nc2ccccc21	-2
CCOc1ccc(N=Cc2c(O)c3ccccc3oc2=O)cc1	0
COc1ccc(OC)c(C2=Nn3c(nnc3-c3ccco3)SC2)c1	5
CCOCC(=O)Nc1ccc(C)c(Cl)c1	-2
Cn1cccc1C(=O)OCc1csc(-c2ccccc2)n1	2
CCc1c(C)nc2ccc(Br)cc2c1Cl	5
CC(=O)Nc1ccc(N/C=C/C(=O)c2ccc(C)cc2)cc1	-4
Cc1onc(-c2ccccc2Cl)c1C(O)c1ccc(F)cc1 (configuration not stated)	-2
C=CCN(Cc1ccc2c(c1)OCO2)C(C#CCCCC)C(C)C (configuration not stated)	1

Molecules shown so far containing a nitro group on carbon (two):
SMILES	TbREL1 inh
CCOC(=O)C1CCN(c2ccc([N+](=O)[O-])cc2S(=O)(=O)N2CCOCC2)CC1	-1
COc1cc([N+](=O)[O-])ccc1NC(=O)NNC(=O)CCc1ccccc1	0

Next records follow:
SMILES	TbREL1 inh
COc1cc(C(=S)N2CCCC2)cc(Cl)c1OCC(=O)Nc1ccc(C)cc1C	-3
CN1CCN(c2ccc([N+](=O)[O-])cc2S(=O)(=O)N2CCOCC2)CC1	2
CCOC(=O)N1CCC(NC(=O)C2CCN(S(=O)(=O)c3cnc[nH]3)CC2)CC1	1
Cc1cc(SCC(=O)c2ccccc2)n2nc(C)nc2n1	-2
C=C[C@@H]1c2c(F)cccc2N(S(=O)(=O)c2ccc(C)cc2)[C@H](c2ccc(C(=O)OC)cc2)C1(C#N)C#N	2
O=C(CSc1ccc2nnc(-c3ccccn3)n2n1)Nc1ccc2c(c1)OCO2	5
CCOC(=O)C1(Cc2ccccc2)CCN(Cc2ccnc3ccccc23)CC1	-3
Cc1c(C(=O)NCCC2=CCCCC2)oc2ccc(S(=O)(=O)N3CCC4(CC3)OCCO4)cc12	0
O=C(CSc1nnc(-c2cccnc2)n1-c1ccc(Cl)cc1)Nc1ccccc1-c1ccccc1	1
CCCn1c(N)c(N(CCOC)C(=O)CSc2cc(C)c3ccccc3n2)c(=O)[nH]c1=O	0
COc1ccc(NS(=O)(=O)c2ccc(NC(C)=O)cc2)cc1OC	4
Cc1ccc(OCC(=O)NNC(=O)c2ccco2)c(C)c1	7
COc1ccc(NC(=O)CN2C(=O)C(=O)N(C3CCCC3)C2=O)c(OC)c1	0
COCCn1c(SCC(=O)Nc2cccc(C)c2)nnc1C(C)C	1
CCC(=O)N(Cc1ccco1)c1nc(-c2ccccc2)cs1	3
CCC(C)(C)n1nnnc1CN1CCN(c2ccc(OC)cc2)CC1	2
CC(C)c1nc(NCCN2CCOCC2)c(C#N)c2c1COC(C)(C)C2	0
C=CC(=O)N1C/C(=C/c2ccc(Cl)cc2)C(=O)/C(=C\c2ccc(Cl)cc2)C1	0
Cc1cccnc1NC(=S)NC(=O)/C=C/c1ccco1	0
COc1ccccc1CNC(=O)COC(=O)c1cccc(-n2cnnn2)c1	-1
Cc1ccc(S(=O)(=O)N2CCCCC2C(=O)N2CCN(C)CC2)cc1 (configuration not stated)	5
CCOC(=O)c1ccc(N2CCCCC2)c(NS(=O)(=O)c2cccc(C(F)(F)F)c2)c1	-3
Cc1cc(C(=O)N/N=C/c2ccc(O)c([N+](=O)[O-])c2)c(C)n1-c1ccc(F)cc1	-2
CCCCCSc1nc2c(cnn2-c2ccccc2)c(=O)[nH]1	6
COc1ccc(OC(=O)c2ccc(OC)c(S(=O)(=O)N3CCOCC3)c2)cc1	-3
